# RXFP1 antagonist: qHTS Assay for Antagonists of the Relaxin Receptor RXFP1 | activity change, negative = inhibition, % at 57.5 µM | HEK293-RXFP1, relaxin-stimulated cAMP HTRF, 30 min; active compounds read low | Relaxin receptor 1 (Homo sapiens), Q9HBX9 | 350,000 tested, 0.59% active;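 active means activity change of -60% or lower, but not beyond a set lower limit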; further: on the % scale 0 is the no-effect control and ±100 the full control effect
# Target sequence (Q9HBX9 whole entry, looked up): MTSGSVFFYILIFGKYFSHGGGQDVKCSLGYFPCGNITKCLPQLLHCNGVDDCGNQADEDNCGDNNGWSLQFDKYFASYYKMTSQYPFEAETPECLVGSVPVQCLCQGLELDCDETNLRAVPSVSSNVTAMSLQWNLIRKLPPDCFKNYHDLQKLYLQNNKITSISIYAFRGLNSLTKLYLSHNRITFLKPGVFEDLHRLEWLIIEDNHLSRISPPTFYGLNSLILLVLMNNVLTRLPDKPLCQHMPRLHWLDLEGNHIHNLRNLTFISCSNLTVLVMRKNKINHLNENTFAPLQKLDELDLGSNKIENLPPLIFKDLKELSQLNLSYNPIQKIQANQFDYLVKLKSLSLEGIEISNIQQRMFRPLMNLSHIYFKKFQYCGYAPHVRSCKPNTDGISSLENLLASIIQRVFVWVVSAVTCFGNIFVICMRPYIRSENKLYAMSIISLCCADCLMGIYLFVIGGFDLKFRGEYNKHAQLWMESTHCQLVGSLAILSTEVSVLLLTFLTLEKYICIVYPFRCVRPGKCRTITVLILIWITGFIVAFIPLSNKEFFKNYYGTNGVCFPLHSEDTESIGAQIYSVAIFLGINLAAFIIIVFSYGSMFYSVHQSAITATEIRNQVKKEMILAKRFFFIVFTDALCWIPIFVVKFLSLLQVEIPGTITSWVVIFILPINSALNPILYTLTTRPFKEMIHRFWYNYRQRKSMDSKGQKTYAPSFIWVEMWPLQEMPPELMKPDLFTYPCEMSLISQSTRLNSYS
# D2 agonist: HTS Assay for Allosteric Agonists of the Human D2 Dopamine Receptor: Primary Screen for Agonists. 340,000 tested, 0.53% active. activation, % at 2 µM. AID 485358, 2010. HEK293 T-REx D2 cells, calcium flux agonist mode. D(2) dopamine receptor (Homo sapiens), P14416;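 active means activation over 3 SD above normal in the single-dose calcium agonist read, cut at about 30% in these data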; further: 0% is about no effect
#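 Agonism scored from kinetic calcium signal (1 read/sec, 180 s) following compound pin transfer, after a 10 s baseline. Cells: HEK293 Trex line expressing inducible D2 receptor coupled to calcium, dye-loaded after overnight culture at 30 C.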
# D1 ag: Allosteric Agonists of the Human D1 Dopamine Receptor: qHTS. activation, % at 2 µM. D(1A) dopamine receptor (Homo sapiens), P21728. AID 504660, 2011. HEK293 T-REx D1 cells, calcium flux, agonist mode. 360,000 tested, 1% active; further: 0% is about no effect
#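 Tetracycline-induced HEK293 TREx D1 cells, force-coupled to calcium signalling, were dye-loaded with a no-wash calcium kit. Compound was pin-added after a 10 s baseline. Fluorescence was read kinetically at 1 cycle/s for 180 s, with calcium rises flagged as agonism.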
# TRHR enhancer: qHTS for Small Molecule Agonists and Allosteric Enhancers of Human TRH Receptor: Primary Screen for Enhancers. TRHR cells, fluo-8 calcium fluorescence, EC20 TRH enhancement. enhancement, % at 2 µM. 360,000 tested, 0.66% active. AID 493056, 2011; in the data active means enhancement above about 30%; further: 0% is about no effect
#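 TRHR-expressing cells loaded with fluo-8 calcium dye were read kinetically (ex 480/em 530) during compound addition, then stimulated with an EC20 of TRH (10 nM final). Enhancement of the Gq-mediated intracellular calcium response was scored.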
# D2 antagonist: HTS Assay for Allosteric Antagonists of the Human D2 Dopamine Receptor: Primary Screen for Antagonists | D(2) dopamine receptor (Homo sapiens), P14416 | HEK293 TREx D2 cells, calcium flux, dopamine EC80 | inhibition, % at 10 µM | 340,000 tested, 2% active | AID 485344, 2010; in the data active means inhibition above about 30%; further: 0% is about no effect
#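 Overnight-induced (tetracycline, 30 C) HEK293 T-REx cells carrying force-coupled D2 receive a no-wash calcium dye, then compound, then EC80 dopamine at 180 s; signals are read kinetically throughout.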
# D1 antag: Antagonist of Human D 1 Dopamine Receptor: qHTS; D(1A) dopamine receptor (Homo sapiens), P21728; activity change, negative = inhibition, % at 10 µM; 360,000 tested, 3.2% active; HEK293 TREx D1 cells, calcium flux, dopamine EC80; active compounds read low; in the data active means activity change below about -30%; further: on the % scale 0 is the no-effect control and ±100 the full control effect
#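 After overnight tetracycline induction at 30 C, force-coupled D1 HEK293 cells took up a no-wash calcium dye at room temperature. Compounds were added and monitored 180 s, and the response to EC80 dopamine was then recorded.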
# D2 PAM: HTS Assay for Positive Allosteric Modulators of the Human D2 Dopamine Receptor: Primary Screen for Potentiators | D(2) dopamine receptor (Homo sapiens), P14416 | HEK293 T-REx D2, calcium flux, EC20 dopamine potentiation | potentiation, % at 10 µM | 340,000 tested, 0.34% active | AID 485347, 2010;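 active means potentiation over 3 SD above the plate norm, cut at about 30% in these data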; further: 0% is about no effect
#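 Primary screen. Calcium kinetics in induced HEK293 T-REx D2 cells: compound pre-addition 180 s, EC20 dopamine, 180 s more.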
# D1 PAM: Potentiators of Human D1 Dopamine Receptor: qHTS; D(1A) dopamine receptor (Homo sapiens), P21728; HEK293 TREx D1 cells, calcium flux, dopamine EC20 potentiation; potentiation, % at 10 µM; 360,000 tested, 0.036% active; AID 504651, 2011; in the data active means potentiation above about 30%; further: 0% is about no effect
# TRHR ag: qHTS for Small Molecule Agonists and Allosteric Enhancers of Human TRH Receptor: Primary Screen for Agonists | 360,000 tested, 0.18% active | activation, % at 2 µM | AID 493084, 2011 | Thyrotropin-releasing hormone receptor (Homo sapiens), P34981 | TRHR cells, calcium flux fluo-8, FDSS agonist mode; further: 0% is about no effect
#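 Read-out: compound-evoked intracellular calcium rise in TRHR cells, fluo-8 dye, kinetic FDSS fluorescence at 1 s/cycle following a 10-cycle baseline. Cells cultured overnight before dye loading (30 min–1.5 h, RT).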
# * = called active by the depositor; . = no result given. Unless noted, no stated cut-off is given here; in the data, active means activation above about 30%; inactive means the rest.
# The first 6 records, to show the layout:
entry | SMILES | RXFP1 antagonist | D2 agonist | D1 ag | TRHR enhancer | D2 antagonist | D1 antag | D2 PAM | D1 PAM | TRHR ag
1 | O=C(/C=C/c1ccc(S(=O)(=O)N2CCOCC2)cc1)N1CCCCC1 | -4 | 0.3 | 7 | 0 | 7 | -4 | -10 | 7 | 0.5
2 | COc1ccc(C(=O)OCC(=O)NC2CC2)cc1S(=O)(=O)N(C)Cc1ccccc1 | -2 | -0.3 | 2 | 6 | -5 | 6 | 2 | -5 | 0.3
3 | CCOc1ccc(NC(=O)Cn2cc(C(=O)CC)c3ccccc32)cc1 | 11 | 0.9 | 6 | 1 | 0 | 13 | 5 | 10 | 0.2
4 | O=S(=O)(Cc1ccc(Cl)cc1)c1ccccc1-c1nnc(-c2ccccc2)o1 | 6 | 1.2 | 4 | -1 | 55* | -8 | 8 | -2 | 0.4
5 | Cc1ccc(/C=C(\C#N)C(=O)NCCN2CCOCC2)cc1 | 5 | -0.4 | 3 | 3 | -5 | 3 | 13 | 0 | -0.2
6 | COc1ccc(/C=C/C(=O)c2ccc(OC)cc2O)cc1 | . | . | 3 | 0 | . | 8 | . | -3 | 0.5

# The listing, from the first entry:
entry | SMILES | RXFP1 antagonist | D2 agonist | D1 ag | TRHR enhancer | D2 antagonist | D1 antag | D2 PAM | D1 PAM | TRHR ag
1 | O=C(/C=C/c1ccc(S(=O)(=O)N2CCOCC2)cc1)N1CCCCC1 | -4 | 0.3 | 7 | 0 | 7 | -4 | -10 | 7 | 0.5
2 | COc1ccc(C(=O)OCC(=O)NC2CC2)cc1S(=O)(=O)N(C)Cc1ccccc1 | -2 | -0.3 | 2 | 6 | -5 | 6 | 2 | -5 | 0.3
3 | CCOc1ccc(NC(=O)Cn2cc(C(=O)CC)c3ccccc32)cc1 | 11 | 0.9 | 6 | 1 | 0 | 13 | 5 | 10 | 0.2
4 | O=S(=O)(Cc1ccc(Cl)cc1)c1ccccc1-c1nnc(-c2ccccc2)o1 | 6 | 1.2 | 4 | -1 | 55* | -8 | 8 | -2 | 0.4
5 | Cc1ccc(/C=C(\C#N)C(=O)NCCN2CCOCC2)cc1 | 5 | -0.4 | 3 | 3 | -5 | 3 | 13 | 0 | -0.2
6 | COc1ccc(/C=C/C(=O)c2ccc(OC)cc2O)cc1 | . | . | 3 | 0 | . | 8 | . | -3 | 0.5
7 | CN(C)S(=O)(=O)N1CCC(c2ccc(F)cc2)C(COc2ccc3c(c2)OCO3)C1 (configuration not stated) | 2 | 0.4 | 13 | -4 | -6 | -10 | 4 | -6 | -1.4
8 | Cc1ccc2oc(Nc3nc(C)cc(C)n3)nc2c1 | 2 | -1.0 | 2 | -1 | -18 | -14 | -7 | -1 | 0.0
9 | O=S(=O)(Nc1ccccc1Cl)c1ccc(NS(=O)(=O)c2cccs2)cc1 | 20 | -0.8 | 7 | -1 | -10 | -2 | -25 | -2 | -0.3
10 | Cc1cccc(NC(=O)CCSc2nncn2C)c1 | 8 | -1.1 | 2 | 1 | -33 | 0 | 8 | -9 | 0.7
11 | COc1ccc(NC(=O)CN2CC(c3ccccc3)CC2=O)cc1OC (configuration not stated) | -4 | -0.1 | 4 | -4 | 10 | -16 | -9 | -4 | 0.6
12 | Cc1ccc(NC(=O)CSc2nnc(Cn3c(=O)sc4ccccc43)n2C)cc1 | 19 | . | 1 | -3 | . | -3 | . | -2 | -0.4
13 | COc1ccc(/C=C2\SC(=S)N(Cc3cccnc3)C2=O)cc1C | -6 | 0.8 | 3 | -3 | 4 | 5 | -1 | -1 | 0.7
14 | CC(C)CC(NC(=O)C(NC(=O)C1CCC(=O)N1C(=O)OCc1ccccc1)C(C)C)C(=O)N1CCCC1C(N)=O (configuration not stated) | 1 | 0.5 | 1 | -4 | -5 | -12 | -7 | -8 | 0.4
15 | CCN1C(=O)[C@@H]2[C@H](C1=O)[C@@H]1C(=O)Nc3ccccc3C(=O)N1[C@@H]2c1cccc(C)c1 | . | 0.5 | 0 | -1 | 2 | 4 | 4 | 5 | 0.5
16 | COc1ccc(NS(=O)(=O)c2cc(NC(=O)c3cccs3)ccc2N2CCCC2)cc1 | -11 | 0.7 | 2 | -3 | -5 | -4 | -11 | -1 | 1.6
17 | CN(Cc1c(C(=O)N/N=C/c2cccc(Cl)c2)nnn1-c1nonc1N)c1ccccc1 | -1 | 0.3 | 5 | 3 | 10 | -23 | 7 | -3 | 0.1
18 | CCc1cc(C(=O)NC(C)C2CCCO2)cs1 (configuration not stated) | 1 | -1.8 | 2 | 3 | -12 | -10 | 3 | -1 | -0.1
19 | Cc1cccc(OCCCC(=O)NNC(=O)c2ccccn2)c1 | 3 | -0.1 | 3 | -10 | -4 | -19 | -8 | -7 | 0.1
20 | COc1ccc(CCNC(=O)c2ccc3c(=O)n4c(nc3c2)CCC4)cc1OC | -7 | 0.3 | 2 | 0 | -2 | -1 | 10 | 2 | 1.3
21 | COc1cccc(NS(=O)(=O)c2ccc(NC(C)=O)cc2)c1 | 9 | -0.8 | 6 | -4 | -14 | -9 | -2 | -3 | -0.3
22 | Oc1ccc(N=Nc2n[nH]c(-c3ccc(Br)cc3)n2)cc1 | . | 0.0 | 1 | 9 | 1 | -39* | -5 | 6 | -0.1
23 | CCCCNc1nc(Oc2ccc(OCC(N)=O)nn2)nc(N2CCOCC2)n1 | -2 | -0.7 | 1 | -1 | . | -5 | 0 | 1 | 1.0
24 | COc1ccc(COC(=O)N/N=C(\C)CC(=O)Nc2c(C)cc(C)cc2C)cc1 | 13 | . | 0 | 5 | . | -3 | . | 7 | 0.6
25 | CC(=O)Nc1ccc(/C=N/N2CCCCC2)cc1 | -15 | 0.7 | 4 | 2 | 4 | -13 | -1 | 0 | 0.9
26 | COc1ccc(C(=O)NCCc2c[nH]c3ccc(OC)cc23)cc1 | -8 | 0.5 | 0 | -2 | 10 | -13 | -2 | -1 | 0.5
27 | O=C(O)CCc1nc2cc(C(F)(F)F)ccc2n(Cc2ccccc2)c1=O | -14 | 0.0 | 2 | -3 | 23 | -1 | -13 | 4 | 0.7
28 | Cc1ccc(NS(=O)(=O)c2ccc(C(=O)N3CCCN(C)CC3)cc2)cc1 | 12 | -0.9 | 2 | -1 | -2 | -8 | 1 | -1 | -0.2
29 | O=C(Nc1cccc(C(F)(F)F)c1)Nc1ccon1 | -15 | 0.9 | 17 | 17 | -8 | -10 | -6 | -3 | 0.5
30 | O=S(=O)(N1CCOCC1)N1CCOCC1 | -8 | 0.4 | 2 | 0 | 15 | -6 | 3 | -2 | 0.2
31 | CCCCn1c(=O)[nH]c(=O)c2c1nc(-c1cccc(OC)c1)n2C | 10 | 0.0 | 1 | -4 | 4 | -2 | 2 | -3 | -0.6
32 | Cc1cc(C)n2nc(CCc3nc4nc(C)cc(C)n4n3)nc2n1 | . | -0.6 | 3 | 2 | 6 | -6 | 2 | -4 | 1.6
33 | O=C(O)c1cc2c(s1)CCCC2 | 3 | -1.3 | -2 | -6 | -22 | 8 | 18 | 6 | -1.6
34 | CCOC(=O)C1CCN(C(=O)COC(=O)C2CCN(S(=O)(=O)c3ccc(C)c(C)c3)CC2)CC1 | 3 | 0.0 | 2 | 7 | -2 | 6 | 0 | 2 | 0.3
35 | CC(=O)c1ccc(NC(=O)CSc2nnc(-c3ccco3)c(-c3ccco3)n2)cc1 | -71* | 0.0 | 4 | -1 | -3 | -13 | 6 | 4 | -0.2
36 | COC(=O)C(C)Sc1ncnc2c1c(-c1ccccc1)cn2-c1ccc(OC)cc1 (configuration not stated) | -2 | -1.0 | 3 | -8 | -15 | -7 | 14 | 4 | 0.1
37 | O=C1C2C3C=CC(C2C(=O)N1c1ccc(O)cc1)C1C2C(=O)N(c4ccc(O)cc4)C(=O)C2C31 (configuration not stated) | 2 | -0.3 | 2 | 6 | -4 | 5 | 13 | -4 | 0.1
38 | O=C(/C(C=Nc1cccc(C(F)(F)F)c1)=C(/O)c1ccco1)C(F)(F)F | -2 | -1.6 | 1 | -2 | 13 | 4 | -5 | -2 | 0.0
39 | CCN(Cc1ccccc1)C(=O)Cn1c(=O)n(CCC(=O)N2CCCCC2)c(=O)c2sccc21 | -7 | -0.1 | 2 | 1 | 0 | 26 | -6 | -1 | 0.0
40 | O=C(CCCN1C(=O)c2ccccc2C1=O)NCc1ccc(F)cc1 | -3 | 1.2 | 3 | -2 | 4 | -12 | 3 | -6 | -0.1
41 | Cc1ccc(SCC(=O)N(C)CC(=O)Nc2cccc(F)c2)c(C)c1 | -10 | . | 0 | -2 | . | 1 | 8 | -2 | 0.3
42 | c1cnc(N2CCSCC2)nc1 | 0 | 0.1 | 0 | 0 | 7 | -15 | -4 | -4 | 0.4
43 | CCc1cnc2c(c1SC(C(C)=O)C(=O)N(C)C)c(=O)n(C)c(=O)n2C (configuration not stated) | -3 | 1.5 | -2 | 1 | . | . | 7 | 0 | 0.1
44 | C/C(=N\N1C(=O)c2ccccc2NC1c1ccco1)c1ccccc1O (configuration not stated) | 0 | -0.8 | -1 | -5 | 13 | . | -9 | -5 | -0.7
45 | CCOc1ccc(CNC(=O)c2ccc3nc(CC)c(CC)nc3c2)cc1OC | -8 | 0.2 | 0 | 1 | . | -6 | 8 | -3 | -0.7
46 | O=C(/C=C/C=C/c1ccc2c(c1)OCO2)N1CCCCC1 | . | 0.0 | 7 | -5 | 0 | -1 | 4 | 2 | -0.2
47 | CCOC(=O)C(C)Sc1nnc2n1C(C)(C)Cc1ccccc1-2 (configuration not stated) | -13 | -0.1 | 1 | 7 | -2 | -14 | -11 | -8 | -1.4
48 | COc1ccc(-c2oc3ccccc3c(=O)c2OCC(=O)O)cc1 | -3 | 1.0 | 1 | -2 | -11 | . | 0 | -8 | 0.7
49 | Cc1cc(N)n(-c2ccccn2)n1 | -2 | -1.4 | 4 | -6 | 2 | 3 | 0 | -6 | -0.3
50 | Cc1ccc(C)c(NC(=S)N2CCN(S(C)(=O)=O)CC2)c1 | 5 | 0.7 | 0 | 10 | -9 | 18 | 4 | 5 | 0.9
51 | CC(NC(=O)C1CCC(=O)N1Cc1ccccc1Cl)c1ccccc1 (configuration not stated) | 0 | 0.3 | 2 | 3 | -7 | 10 | -11 | -5 | -0.2
52 | O=[N+]([O-])c1cc(S(=O)(=O)N2CCCC2)ccc1SCCO | -35 | 1.3 | -2 | -7 | 5 | -10 | 3 | -1 | 0.0
53 | CC(C)(C)OC(=O)NCCCCc1cn(CC(=O)N2CCN(C(=O)OC(C)(C)C)CC2)nn1 | . | -0.3 | 4 | 6 | -11 | -5 | 3 | -2 | -0.8

# Along the list, from the results shown.
# D1 antag, entries 42–49 → -15, ., ., -6, -1, -14, ., 3

# From PubChem BioAssay
